# Screens (PubChem BioAssay)
# MT1-MMP txn act – MT1-MMP promoter transcription activation; HT1080 MT1-MMP promoter luciferase reporter, luminescence, overnight; hits give high values; activation factor at 10 µM; 0.16% of 86,000 active;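 active = activation factor of at least 2 for MT1-MMP transcription at 10 µM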
# sEH inhibitor – blocks human soluble epoxide hydrolase activity; P34913; recombinant human sEH enzymatic activity assay; inhibition, % at 2 µM; 0.34% of 91,000 active; AID 707; in the data active = inhibition above about 80%; note: values of inactives mirror those of a sister screen read the other way; many of its hits are not listed in these tables
# Smad3 FoxH1 inh – Smad3 (human) transcription factor binding inhibition; 0.29% of 88,000 active; inhibition, % at 25 µM; TR-FRET Smad3/Dy647-FoxH1 peptide binding, europium anti-His; P84022; AID 630;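 active = compounds that reduce the energy-transfer binding signal between the protein and its labelled peptide by more than half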;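 note: 0% = Smad3 plus labelled peptide maximal FRET and 100% = peptide-only background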
# Target sequence (P84022 whole entry, looked up): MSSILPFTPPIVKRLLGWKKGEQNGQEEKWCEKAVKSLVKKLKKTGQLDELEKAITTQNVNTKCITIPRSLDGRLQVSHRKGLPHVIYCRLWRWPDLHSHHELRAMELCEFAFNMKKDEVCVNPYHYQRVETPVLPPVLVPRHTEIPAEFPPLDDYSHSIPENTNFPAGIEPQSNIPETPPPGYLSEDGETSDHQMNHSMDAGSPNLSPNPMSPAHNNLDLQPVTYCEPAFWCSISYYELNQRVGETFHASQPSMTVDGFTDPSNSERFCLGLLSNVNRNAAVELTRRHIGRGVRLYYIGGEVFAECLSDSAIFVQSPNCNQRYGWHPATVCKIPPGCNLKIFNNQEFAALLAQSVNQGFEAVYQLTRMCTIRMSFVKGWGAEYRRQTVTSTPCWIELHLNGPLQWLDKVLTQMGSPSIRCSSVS
# Mac1 fbg inh – blocks human CD11b/CD18 adhesion to fibrinogen; P05107+P11215; K562 CD11b/CD18 adhesion to fibrinogen, ATPlite luminescence; Mn2+ added to activate the integrin; inhibition, % at 10 µM; 0.54% of 93,000 active; AID 1497;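 active = primary inhibition of 50% or more at 10 µM, then 40% or more on retest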; note: some results filed as inactive read as strong as hits
# sEH act – increases human soluble epoxide hydrolase activity | P34913 | purified human sEH enzymatic activity, activator screen | activation, % at 2 µM | 0.04% of 91,000 active | AID 717; in the data active = activation above about 37%; note: values of inactives mirror those of a sister screen read the other way
# ERb SRC1 inh – ER-beta (human) coactivator binding inhibition. TR-FRET ER-beta LBD / SRC1-Cy5 peptide binding; receptor agonist-loaded with 1 µM estradiol. Q92731. 1.3% of 86,000 active. inhibition, % at 25.6 µM;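 active = compounds whose percent inhibition of the receptor-coactivator binding signal exceeds about 50% in the single-dose screen, limit read from the data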;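 note: 0% = receptor plus peptide wells without compound and 100% = peptide-only wells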
# Calb biofilm kill – kills Candida albicans biofilms | C. albicans biofilm + clotrimazole, Alamar Blue | inhibition, % at 6 µM | 0.14% of 85,000 active;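 active = inhibition above 20%; inactive = inhibition below 20%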;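 note: preformed 24 hr biofilms exposed to compound for 48 hr; 0% = biofilm without compound and 100% = blank killed by clotrimazole plus chlorhexidine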
# ERa SRC1 pot – enhances coactivator binding to human estrogen receptor alpha | P03372 | TR-FRET ERalpha-LBD/SRC-Cy5 coactivator binding, 2 h; 100 = basal binding, no effect | coactivator binding (% of control), % at 25.6 µM | 1.3% of 86,000 active | AID 639; in the data active = activity above about 200%;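 note: binding measured in presence of low estradiol as agonist stimulus; 0% = peptide alone without receptor and 100% = receptor with peptide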
# Target sequence (P03372 whole entry, looked up, the tested form may be a part): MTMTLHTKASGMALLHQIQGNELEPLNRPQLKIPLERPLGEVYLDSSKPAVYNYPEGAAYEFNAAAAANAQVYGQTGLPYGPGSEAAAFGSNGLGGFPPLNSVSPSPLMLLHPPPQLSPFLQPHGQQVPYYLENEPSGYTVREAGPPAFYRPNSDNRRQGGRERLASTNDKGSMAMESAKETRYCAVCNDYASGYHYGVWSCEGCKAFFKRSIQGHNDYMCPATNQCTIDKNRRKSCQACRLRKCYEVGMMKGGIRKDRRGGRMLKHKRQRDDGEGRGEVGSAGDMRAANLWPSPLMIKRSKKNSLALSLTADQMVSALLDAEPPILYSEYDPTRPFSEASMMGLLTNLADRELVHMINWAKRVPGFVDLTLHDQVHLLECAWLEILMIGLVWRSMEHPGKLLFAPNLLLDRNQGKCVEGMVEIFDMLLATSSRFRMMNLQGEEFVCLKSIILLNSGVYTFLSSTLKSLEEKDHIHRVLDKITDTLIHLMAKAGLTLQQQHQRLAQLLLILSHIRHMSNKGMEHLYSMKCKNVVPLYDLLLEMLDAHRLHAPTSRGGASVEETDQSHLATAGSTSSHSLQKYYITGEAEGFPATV
# CD11b adhes enh – enhancers of human CD11b/CD18 binding to fibrinogen | P05107+P11215 | 0.07% of 93,000 active | activation, % at 10 µM | K562 CD11b/CD18 adhesion to fibrinogen, ATPlite luminescence | AID 1499;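 active = 10 µM primary screen giving 50% or more activity, confirmed by 40% or more on retest at that dose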; note: strong numbers were not always called active; reference of the scale not given here
# An asterisk follows results filed as active; x = not tested or not shown; [ ] = dose if it differs, or a comment. Not all compounds are listed; the hit share may differ from the screen's.
SMILES,MT1-MMP txn act,sEH inhibitor,Smad3 FoxH1 inh,Mac1 fbg inh,sEH act,ERb SRC1 inh,Calb biofilm kill,ERa SRC1 pot,CD11b adhes enh
N#Cc1nc(COc2ccc(F)cc2)oc1NCCN1CCOCC1,1.3,2,10,-4,1,-21,2,152[fluorescence artefact?],-1
CC(=O)c1nn(-c2cccc(Cl)c2)cc1C(=O)c1ccco1,1.2,x,0,x,x,32,10,117,x
COCCNC(=O)c1ccc(CS(=O)(=O)c2ccc(Cl)cc2)o1,1.1,-8,-6,-1,5,-13,3,121,0
O=C(CS(=O)(=O)Cc1ccccc1)Nc1cccnc1,1,-1,7[fluorescence artefact?],-12,4,-6,8,108[fluorescence artefact?],0
COc1ccccc1-n1cnnc1SCC(=O)Nc1ncc(Cl)cc1Cl,1.1,-5,-4,-8,5,5,0,94,2
Cc1ccc(SCCC(=O)N(C)C)cc1,1.3,6,0,0,-7,-1,-3,101,-5
O=C(NCc1ccccc1)C1CC(=O)N(c2ccc(OCC(=O)N3CCCC3)cc2)C1 (stereo unspecified),1.3,-5,-3,x,8,7,2,101,x
Cc1onc(-c2ccccc2)c1C(=O)Nc1ccc(S(=O)(=O)N2CCCCC2)cc1,1.1,-5,-1,8,5,-7,11,97,-2
CC(O)C(NS(=O)(=O)c1ccc(Cl)cc1)C(=O)OCc1nnc(-c2ccccc2)o1 (stereo unspecified),1.5,-8,-20,-8,9,-4,4,96,-2
O=C(NC1CCCCNC1=O)c1ccc(Cl)cc1 (stereo unspecified),1.3,-1,-5,22,-1,-11,2,115,-5
CC(C)CC(=O)NC(NC(=S)Nc1cccc2cccnc12)C(Cl)(Cl)Cl (stereo unspecified),x,5,x,-7,-4,x,x,x,-2
Clc1ccc2nc(CN3CCCc4ccccc43)cn2c1,1.5,-9,-6,x,13,4[fluorescence artefact?],2,75[fluorescence artefact?],x
CCn1nnnc1SCC(=O)N1CCOCC1,1,5,13,-7,-4,-4,4,120,-7
CCOC(=O)CON1C(=O)C(C)(C)N(OCC(=O)OCC)C(=O)C1(C)C,0.9,-5,6,-1,6,1[fluorescence artefact?],10,121[fluorescence artefact?],2
COC(=O)c1[nH]c2cc(OC)ccc2c1NC(=O)CCN1CCN(Cc2ccc3c(c2)OCO3)CC1,1.3,-25,-4,4,27,4[fluorescence artefact?],4,110,1
CC(C)(C)OC(=O)N1CC(O)CC1C(=O)OCC(=O)c1ccccc1 (stereo unspecified),1.2,22,0,x,-21,6[fluorescence artefact?],6,115,x
CCN1CCN(CNC(=O)c2cnccn2)CC1,1,-12,4,-31,15,-16[fluorescence artefact?],-2,121,4
O=C(N/N=C/C=C/c1ccccc1)c1n[nH]c2c1CCC2,x,-16,x,8,18,x,x,x,-4
COCCN1C=C(C(=O)OC)C(c2ccccc2C(F)(F)F)C(C(=O)OC)=C1,1.2,-10,15,-8,9,-8,6,92,1
O=C(NCc1ccc(Cl)cc1)c1cc2ccccn2n1,x,x,-1,-1,x,-8[fluorescence artefact?],4,96[fluorescence artefact?],6
CNC(=O)COC(=O)c1ccccc1Oc1ccccc1,1,2,0,-8,0,2,1,103,-2
CCCC(=O)Nc1ccc(Br)cn1,1.2,-3,7,33,2,-6,6,99,-2
Nn1c(SCC(=O)Nc2ccccc2)nnc1-c1cccnc1,1.2,10,1,-8,-11,-5,x,93[fluorescence artefact?],-4
CCOC(CNC(=O)c1cccn2c(=O)c3cc(Cl)ccc3nc12)OCC,1,-15,-2,10,13,-17,-4,94,-1
Cc1nc2oc(C(=O)c3ccc(Br)cc3)c(N)c2c2c1COC(C)(C)C2,0.9,-9,4,-4,11,-13,2,121,-2
O=C(CN1CCN(C(c2ccccc2)c2ccccc2)CC1)NC(=O)NCc1ccco1,1.2,1,x,-5,-1,x,x,x,6
Cc1cc(OC(=O)c2c(Cl)cccc2Cl)nc(C)n1,x,-21,x,0,25,x,x,x,-2
O=C(N1CCOCC1)N1CCCC(c2nc(-c3cccs3)no2)C1 (stereo unspecified),1.2,-3,-8,-4,4,0,0,169,-1
Cc1[nH]c2ccc(Br)cc2c(=O)c1CN1CCOCC1,1.1,24,-5,14,-24,-3,12,141,-5
Cc1nc(CNS(=O)(=O)c2cccnc2)cs1,0.9,-16,-4,-2,22,49[fluorescence artefact?],5,101,5
O=C(Cn1ccc2ccccc2c1=O)NCCC(=O)N1CCN(C2CCCCC2)CC1,1.2,-8,-6,-5,4,-5,-1,121,-2
S=c1[nH]nc(-c2ccncc2)n1Cc1ccco1,1.2,4,2,-13,-2,-7,-1,102,-2
COc1cccc(NC(=O)C2CCCN(S(=O)(=O)c3cccc4cccnc34)C2)c1 (stereo unspecified),1,34,5,-11,-34,-1,-3,94,0
Cc1cc(C)c(NC(=O)C(C)(C)C)c(Cl)c1,1.2,x,2,5,x,-2,7,96,-3
O=C(COC(=O)[C@H](Cc1ccccc1)NC(=O)c1ccco1)NCc1ccccc1,x,13,x,-5,-12,x,x,x,-6
Cc1ccc(CNC(=O)C(NS(=O)(=O)c2cccs2)C(C)C)cc1 (stereo unspecified),x,-16,x,-2,12,x,x,x,1
O=C(c1cnc2n(c1=O)CCS2)N1CCN(C(c2ccccc2)c2ccc(Cl)cc2)CC1 (stereo unspecified),1.1,-9,x,-8,11,x,x,x,2
O=C(NCC1CCCO1)c1ccc(CS(=O)(=O)c2ccc(Cl)cc2)o1 (stereo unspecified),1.2,-3,2,-7,5,4,9,101,1
Cc1nc(CCNC(=O)c2ccccc2)cs1,1.2,12,0,-22,-9,-2,-3,132[fluorescence artefact?],2
O=C(COC(=O)C1c2ccccc2Oc2ccccc21)NC1CCS(=O)(=O)C1 (stereo unspecified),1,-5,2,x,3,-11,-6,115,x
CC(C)Oc1ccc(CNC(=O)Cn2c(=O)oc3ccccc32)cc1,x,2,-9,-29,-1,-1,11,112,-3
CCc1nc(N)c(C#N)c(-c2ccc(OC)c(OC)c2)c1C,1,-10,10,1,9,2,7,114,3
CCOC(=O)CNC(=O)c1nn(-c2cccc(OC)c2)c(=O)c2ccccc12,1.2,x,-5,-11,x,-2,0,109,0
COC(=O)C1CCN(C(=O)c2ccc(NC(C)=O)cc2)CC1,1.1,-1,4,1,1,-9,9,108,-6
CC1Oc2ccccc2N(CC(=O)NCC2CCCO2)C1=O (stereo unspecified),1.1,8,x,-3,-4,x,x,x,-4
CC(=O)c1ccc(NC(=O)CSCCO)cc1,1.3,4,4,-29,-2,11,5,99,1
CN(CCOc1ccccc1)S(=O)(=O)c1ccc2oc3ccccc3c2c1,x,-10,x,16,7,x,x,x,0
Cc1ccc(-n2nc3c(c2NC(=O)c2ccc(S(=O)(=O)N4CCOCC4)cc2)CSC3)c(C)c1,1.2,-2,5,-10,2,-2,5,123[fluorescence artefact?],80*
CCOC(=O)C1=C(C)NC2=C(C(=O)CC(c3ccc(OC)c(OC)c3)C2)C1c1ccc(C)o1 (stereo unspecified),1.1,20,-3,8,-20,1,-3,98,-1
CC1=C(C)C(=O)N(c2ccccn2)C1=O,0.8,5,-12[fluorescence artefact?],0,-5,-5,7,66[fluorescence artefact?],-6
CCCc1cc(C(=O)Nc2ccccc2C(=O)OC)no1,1,1,-8,-4,-1,-7,5,96[fluorescence artefact?],1
CCn1c(SCC(=O)C(C)(C)C)nnc1-c1ccccc1OC,1.2,31,3,-5,-33,-6[fluorescence artefact?],4,107,0
COc1cccc(-n2c(SCC(=O)NCc3ccco3)nnc2-c2c[nH]c3ccccc23)c1,x,-8,-4,0,10,-61[fluorescence artefact?],4,86,0
CC(=O)Nc1ccc(S(=O)(=O)N2CCN(C)CC2)cc1,1.1,-5,11,-6,6,-1,1,101,0
CCOC(=O)C1CCCN(C(=O)Cc2ccc(OC)c(OC)c2)C1 (stereo unspecified),1,-2,-3,-18,4,-8,-1,96,1
COc1ccc(NC(=O)c2ccccc2O)c(OC)c1,1.4,-5,-5,-35,3,4[fluorescence artefact?],4,106,1
N#CCSc1n[nH]c2nc3c(c(=O)n12)C1(CCCC1)Cc1ccccc1-3,1.1,x,0,78*,x,6[fluorescence artefact?],-3,71[fluorescence artefact?],-7
O=C(CN(Cc1ccccc1Cl)C(=O)c1ccc(CN2CCOCC2)o1)NCc1ccccc1,1.1,5,0,4,-5,-2,x,120,-3
FC(F)(F)c1cccc(N2CCc3cn[nH]c32)c1,1.2,-6,8,x,6,-11,5,104,x
CC(=O)N1CCc2cc(S(=O)(=O)CCC(=O)Nc3c(C)n(C)n(-c4ccccc4)c3=O)ccc21,1.2,-14,2,x,12,-1[fluorescence artefact?],5,126,x
# (more compounds)
SMILES,MT1-MMP txn act,sEH inhibitor,Smad3 FoxH1 inh,Mac1 fbg inh,sEH act,ERb SRC1 inh,Calb biofilm kill,ERa SRC1 pot,CD11b adhes enh
O=C(Cn1c(-c2ccco2)nc2ccccc21)N1CCCCC1,1,-1,-18,x,1,5[fluorescence artefact?],9,97,x
CC(C)CNC(=O)COC(=O)c1cc(S(=O)(=O)N2CCCCC2)ccc1N1CCOCC1,1.2,-8,4,7,7,-3,10,98,0
CC(CN(C)Cc1ccccc1)OC(=O)c1ccc2c(c1)OCCO2 (stereo unspecified),1.3,x,12,5,x,-4,-2,120,5
O=C(OCC(=O)N1CCc2ccccc21)C1=COCCO1,1.2,-6,2,x,5,-4[fluorescence artefact?],5,126,x
Cn1c(Cn2c(=O)sc3ccccc32)nnc1SCC(=O)NCc1ccco1,1.1,x,-8,x,x,-2[fluorescence artefact?],1,122,x

# Entries above containing an aryl thioether with sulfur outside any ring:
SMILES,MT1-MMP txn act,sEH inhibitor,Smad3 FoxH1 inh,Mac1 fbg inh,sEH act,ERb SRC1 inh,Calb biofilm kill,ERa SRC1 pot,CD11b adhes enh
COc1ccccc1-n1cnnc1SCC(=O)Nc1ncc(Cl)cc1Cl,1.1,-5,-4,-8,5,5,0,94,2
Cc1ccc(SCCC(=O)N(C)C)cc1,1.3,6,0,0,-7,-1,-3,101,-5
CCn1nnnc1SCC(=O)N1CCOCC1,1,5,13,-7,-4,-4,4,120,-7
Nn1c(SCC(=O)Nc2ccccc2)nnc1-c1cccnc1,1.2,10,1,-8,-11,-5,x,93[fluorescence artefact?],-4
CCn1c(SCC(=O)C(C)(C)C)nnc1-c1ccccc1OC,1.2,31,3,-5,-33,-6[fluorescence artefact?],4,107,0
COc1cccc(-n2c(SCC(=O)NCc3ccco3)nnc2-c2c[nH]c3ccccc23)c1,x,-8,-4,0,10,-61[fluorescence artefact?],4,86,0
N#CCSc1n[nH]c2nc3c(c(=O)n12)C1(CCCC1)Cc1ccccc1-3,1.1,x,0,78*,x,6[fluorescence artefact?],-3,71[fluorescence artefact?],-7
Cn1c(Cn2c(=O)sc3ccccc32)nnc1SCC(=O)NCc1ccco1,1.1,x,-8,x,x,-2[fluorescence artefact?],1,122,x
